Bioassay records (PubChem)
FadD28 binding = inhibitors of Mycobacterium tuberculosis FadD28 bisubstrate binding; FadD28 bisubstrate probe binding, fluorescence polarization; inhibition, % at 12.5 µM; actives 0.22% (n = 360,000); AID 588549; in the data active = inhibition above about 8.5%, passing the limit was not always enough; inconclusive = no clear call, values can overlap the other calls
Mtb UGM inh = Mtb UDP-galactopyranose mutase inhibition. P9WIQ1. purified UGM, fluorescence polarization probe displacement. inhibition, % at 10 µM. actives 0.06% (n = 320,000). AID 504406; in the data active = inhibition above about 10%, passing the limit was not always enough; inconclusive = no clear call, values can overlap the other calls
FBA Mtb inh = inhibits M. tuberculosis FBA enzyme. P9WQA3. purified M. tuberculosis FBA, fluorescence read-out. inhibition, % at 1 µM. actives 2.3% (n = 360,000); in the data active = inhibition above about 27%;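 also: 0% = vehicle and 100% = reference inhibitor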
BoNT-F LC inh = inhibitors of Botulinum neurotoxin F light chain protease | Multiplex microsphere protease cleavage assay, flow cytometry | AID 588497 | inhibition, % at 10 µM | actives 0.22% (n = 360,000); in the data active = inhibition above about 35%, passing the limit was not always enough; inconclusive = no clear call, values can overlap the other calls; also: plate controls were buffer without enzyme for full effect and enzyme alone for no effect
Anthrax LF prot = anthrax lethal factor protease inhibition | P15917 | multiplex microsphere protease cleavage assay, LF | inhibition, % at 10 µM | actives 0.12% (n = 360,000); also: plate controls were buffer without enzyme for full effect and enzyme alone for no effect
Target sequence (P15917 whole entry, looked up): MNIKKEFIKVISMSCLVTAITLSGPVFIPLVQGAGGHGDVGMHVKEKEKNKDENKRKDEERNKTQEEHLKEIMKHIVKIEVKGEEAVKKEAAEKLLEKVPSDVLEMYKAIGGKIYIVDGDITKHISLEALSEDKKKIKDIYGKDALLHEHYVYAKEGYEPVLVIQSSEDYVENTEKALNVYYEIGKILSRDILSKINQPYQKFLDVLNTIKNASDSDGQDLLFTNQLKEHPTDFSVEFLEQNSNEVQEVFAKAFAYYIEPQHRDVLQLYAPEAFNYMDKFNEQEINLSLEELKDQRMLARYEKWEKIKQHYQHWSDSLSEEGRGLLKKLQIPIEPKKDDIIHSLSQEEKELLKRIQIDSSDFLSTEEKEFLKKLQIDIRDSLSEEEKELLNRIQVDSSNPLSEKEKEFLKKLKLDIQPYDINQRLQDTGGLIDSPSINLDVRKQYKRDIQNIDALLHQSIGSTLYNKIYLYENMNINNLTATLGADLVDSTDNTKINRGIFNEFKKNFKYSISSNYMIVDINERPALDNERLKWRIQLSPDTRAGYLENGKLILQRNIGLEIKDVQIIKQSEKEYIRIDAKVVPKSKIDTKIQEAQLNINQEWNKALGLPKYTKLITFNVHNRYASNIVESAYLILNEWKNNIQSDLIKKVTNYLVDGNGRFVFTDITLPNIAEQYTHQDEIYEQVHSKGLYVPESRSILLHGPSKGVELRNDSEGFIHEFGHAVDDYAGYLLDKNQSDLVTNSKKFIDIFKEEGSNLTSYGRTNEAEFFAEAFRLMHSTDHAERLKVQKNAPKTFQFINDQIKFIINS
PfHsp40 rescue = rescue of PfHsp40-mediated yeast toxicity; S. cerevisiae expressing PfHsp40, growth rescue, ATP luminescence; growth rescue, % at 12.5 µM; actives 0.68% (n = 340,000); in the data active = growth rescue above about 28%, passing the limit was not always enough; inconclusive = no clear call, values can overlap the other calls;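 also: yeast W303a lacking pdr1 and pdr3 grown in galactose medium; growth measured after three days at 30 °C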
GDH-TPI inh = counter-screen for M. tuberculosis FBA inhibitors: GDH-TPI coupled enzymes; GDH-TPI coupled enzyme counterscreen, NADH absorbance; actives 1.2% (n = 360,000); AID 588335; inhibition, % at 4.8 µM; in the data active = inhibition above about 30%;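 also: 0% = DMSO wells and 100% = wells lacking the enzyme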
Mtb BioA inh = BioA (M. tuberculosis) enzyme inhibition; purified M. tuberculosis BioA enzyme, plate reader; inhibition, % at 9.99 µM; actives 0.096% (n = 360,000); in the data active = inhibition above about 40%; inconclusive = no clear call, values can overlap the other calls
BoNT-A LC inh2 = blocks Botulinum neurotoxin A light chain protease; inhibition, % at 10 µM; actives 0.17% (n = 360,000); AID 588499; multiplex microsphere protease substrate cleavage, flow cytometry; also: plate controls were buffer without enzyme for full effect and enzyme alone for no effect
* = called active by the depositor; u = inconclusive; x = no result given. Rule as the data show it, unless noted: active = inhibition above about 30%; inconclusive = no clear call, values can overlap the other calls; inactive = below that.

SMILES	FadD28 binding	Mtb UGM inh	FBA Mtb inh	BoNT-F LC inh	Anthrax LF prot	PfHsp40 rescue	GDH-TPI inh	Mtb BioA inh	BoNT-A LC inh2
Cc1ccccc1C(=O)Nc1ccc(N2CCN(C)CC2)nc1	-1.0	1.3	7.8	1.7	-3.0	-0.8	7.1	x	0.3
O=C(Nc1ccccn1)C(NS(=O)(=O)c1cccc2nsnc12)c1ccccc1 (stereo unspecified)	-1.2	-5.8	-4.8	7.8	4.1	-0.3	3.1	-0.8	1.2
Cc1ccc(CN2C(=O)CCC2C(=O)NCCN(CC(C)C)CC(C)C)cc1 (stereo unspecified)	-4.4	4.3	0.3	4.1	1.3	0.7	-7.9	x	0.0
O=C(Nc1nc2c(F)cccc2s1)c1ccco1	1.9	-3.9	5.9	-13.4	-1.6	1.2	35.6*	-5.7	0.0
O=C(NCc1cccs1)C1CCC(CNS(=O)(=O)c2ccccc2)CC1 (stereo unspecified)	0.3	-4.3	0.9	0.0	-4.2	-0.2	3.8	x	-0.9
COc1ccc(CCn2c(O)c(C=NCCCN(C)C)c(=O)[nH]c2=O)cc1OC	-1.1	3.4	-0.1	1.7	3.0	-1.4	4.4	2.9	-2.9
COc1cc([N+](=O)[O-])ccc1NC(=O)C1CCCN(S(C)(=O)=O)C1 (stereo unspecified)	-2.8	-3.6	1.0	-3.7	0.1	-0.5	26.4	-3.5	-0.1
Cc1ccc(CN(C)C(=O)c2cccc(S(=O)(=O)N3CCc4ccccc4C3)c2)o1	-1.4	4.1	-0.9	-3.5	-6.0	0.4	0.7	0.1	-1.1
Cc1ccc(C)c(NC(=O)c2ccc(N(C)S(C)(=O)=O)cc2)c1	-1.3	-1.5	-0.6	4.9	-10.7	-0.5	-10.5	-2.1	3.9
COc1cccc(CNc2nc3nc(C)c(Cl)c(C)n3n2)c1	-0.2	1.3	14.9	-4.2	8.6	3.5	7.7	-2.7	-0.5
CC(C)Nc1nc(-c2ccccc2CO)c2sccc2n1	-1.1	x	73.7*	3.4	-2.4	x	8.8	-1.1	1.0
COc1ccc(C(=O)N2CCOC2CNC(=O)C(=O)NCc2ccccc2Cl)cc1 (stereo unspecified)	-0.8	1.0	-0.9	-5.0	-3.6	-0.1	3.5	-1.4	-0.6
O=C(OCc1c(F)cccc1Cl)c1cccc(S(=O)(=O)N2CCOCC2)c1	-2.8	0.5	0.3	-9.2	-10.1	1.9	-4.8	-3.5	-1.3
Cc1ccc(C(=O)Nc2ccc3c(c2)CCC3)o1	-3.1	1.0	-1.1	-7.2	-2.5	0.4	15.5	x	-0.8
Cc1ccc(C)c2nc(N3CCCC3)c(C#N)cc12	-4.2	-0.8	33.1*	27.2	26.0	-0.7	7.4	-1.8	36.2*
COc1ccc(N/C(N)=N/c2nc(CSc3ccc(Cl)cc3)cc(=O)[nH]2)cc1	-2.1	0.0	4.3	-2.3	-0.6	-0.8	5.8	x	-0.3
NS(=O)(=O)c1cccc(NC(=O)c2ccc(NS(=O)(=O)c3cccc([N+](=O)[O-])c3)cc2)c1	-0.7	2.7	-0.1	-12.0	-2.2	-0.7	12.3	0.3	-0.7
O=C(NCCC1=CCCCC1)c1cnc2n(c1=O)CCS2	-0.5	-1.2	6.0	-3.4	-9.0	1.4	3.1	-0.5	-3.2
N/C(COc1ccc(Cl)cc1)=N\NS(=O)(=O)c1ccccc1	-1.4	-1.0	4.3	-1.2	10.6	2.8	-5.9	-0.3	-0.1
CCOC(=O)c1ccc(S(=O)(=O)Nc2cc(S(=O)(=O)N3CCOCC3)ccc2O)cc1	-2.8	5.6	-4.3	7.3	-1.9	0.3	4.8	8.7	-0.3
COc1ccc(C(=O)Nn2c(CCC(=O)O)ccc2-c2ccc(C)cc2)cc1OC	-0.3	-3.8	2.7	-6.9	2.6	0.2	0.3	x	-3.7
Cc1csc(CN(C)C(=O)CC2C(=O)NCCN2Cc2ccc(F)c(F)c2)n1 (stereo unspecified)	-0.2	1.0	1.9	2.5	-2.2	-0.4	4.4	-0.5	2.4
CCOc1ccc(S(=O)(=O)N2CCCC(C(=O)N3CCCC3)C2)cc1 (stereo unspecified)	0.8	1.5	0.6	7.2	0.5	1.1	0.0	-0.1	7.8
CCc1ccc(N2C(=O)C3CCCN3C2=S)cc1 (stereo unspecified)	0.0	0.0	2.4	-1.0	3.4	-2.3	0.4	0.0	2.5
CC(C)(C)C1CCc2c(C(=O)N/N=C/c3cccs3)csc2C1 (stereo unspecified)	0.0	4.0	2.1	-11.5	-4.9	0.6	25.0	-0.7	-2.4

Next compounds.
SMILES	FadD28 binding	Mtb UGM inh	FBA Mtb inh	BoNT-F LC inh	Anthrax LF prot	PfHsp40 rescue	GDH-TPI inh	Mtb BioA inh	BoNT-A LC inh2
Cn1c(C(=O)N2CCC(C(=O)NCc3ccccc3)CC2)cc2sccc21	-1.0	-1.6	0.9	3.0	-1.3	-1.1	5.0	2.5	1.6
N#CC1=C(N)Oc2cc(O)c(Cl)cc2C1c1cccnc1 (stereo unspecified)	-1.8	-5.8	-13.7	x	x	0.2	17.8	-3.9	x
CCOC(=O)/C(C#N)=C1\C=CN(C)C(C)=N1	-0.6	2.5	-0.3	-19.2	6.4	-1.0	41.7*	-0.2	0.1
COc1ccc(C(C)NC(=O)Cc2cccs2)cc1OC (stereo unspecified)	-2.6	4.5	2.5	3.4	-2.3	-0.3	-15.1	0.8	-0.3
CN1C(=O)C(c2nnc(Nc3cccc4ccccc34)s2)C2CC1(C)Oc1ccccc12 (stereo unspecified)	-0.9	-2.1	1.1	-21.5	-3.1	-1.0	4.7	x	-1.2
Brc1ccc(CNCCCSc2ncccn2)cc1	-0.7	1.9	0.5	-20.5	-13.2	-0.9	0.0	1.1	-2.4
CC(C)[C@H]1C(=O)O[C@H](C(C)C)C(=O)N(C)[C@@H](C(C)C)C(=O)O[C@H](C(C)C)C(=O)N(C)[C@@H](C(C)C)C(=O)O[C@H](C(C)C)C(=O)N1C	-1.6	-1.2	-0.4	3.8	0.4	4.0	2.9	1.3	-0.2
CCCCn1c(-c2ccsc2)nc2c1c(=O)[nH]c(=O)n2CCC	-0.8	5.1	0.7	-8.0	-7.8	-0.4	-1.8	0.7	-0.6
CC(C)CNS(=O)(=O)c1ccc2c(c1)OCCO2	-2.1	-0.6	2.7	-0.4	-1.4	0.7	-5.1	6.1	-2.1
CCCCNc1nc(=S)n(-c2ccccc2)c(C)c1C(C)=O	-1.0	-1.7	4.2	-7.1	-0.1	1.5	8.8	0.1	1.7
COC(=O)CCCCCC(CCC(=O)OC)NC(C)=O (stereo unspecified)	0.1	-1.2	3.4	-2.8	2.2	0.7	5.2	-4.9	0.3
O=C(CCCC(=O)OCC(Cl)=C(Cl)Cl)Nc1cccc(F)c1	-4.4	0.7	-2.1	-0.1	-2.6	3.1	-5.8	19.9	0.7
CC(C)n1c(C(F)(F)F)nc2cc(C(=O)N3CCOCC3)ccc21	x	-0.3	-4.9	u	-1.2	-0.6	0.6	-1.2	-1.7
CCCC12CN3CC(CCC)(CN(C1)C3c1ccccn1)C2=O (stereo unspecified)	-0.8	-1.5	0.7	9.1	-3.4	-0.1	10.1	-1.1	1.0
O=C(/C=C/c1ccc(F)cc1)NC(=S)Nc1ccccc1	x	0.4	-6.4	2.7	6.1	0.5	12.4	0.4	-1.8
CN(NC(=O)Nc1ccc(Cl)cc1)c1ncc(C(F)(F)F)cc1Cl	-2.9	0.8	0.8	0.0	-3.2	0.5	-11.0	x	-0.1
N#Cc1ccccc1OCC(=O)N(Cc1nnc(-c2ccccc2Cl)o1)C1CC1	-2.1	0.1	1.3	8.3	-1.4	0.1	4.3	x	1.7
Cc1ccc(C2CC(=O)NC(SCC(=O)OCc3ccccc3)=C2C#N)o1 (stereo unspecified)	-3.1	-1.6	1.7	9.0	1.0	0.1	-11.0	-0.9	-0.1
COc1ccc(CNC(=O)c2ccccc2SCC(=O)NCc2ccco2)cc1	-0.2	-0.7	2.7	-9.7	-2.8	1.7	-2.9	-1.0	-2.3
COc1cc(/C=N/Nc2ccc([N+](=O)[O-])cn2)cc(OC)c1O	-1.1	0.0	-9.4	u	0.5	0.4	6.7	x	2.7
COc1ccc(CCNC(=O)c2ccccc2NC(=O)C2=C(C)OCCS2)c(OC)c1	-3.8	-0.2	-3.3	-5.0	0.6	-1.6	-10.0	-2.8	-1.1
CC/C(=N\NC(N)=O)c1ccc(OC)c(OC)c1	-3.5	1.7	1.6	29.9	u	x	5.4	-1.2	-0.9
COc1ccccc1/C=C/C=N/n1c(-c2cc(C)[nH]n2)n[nH]c1=S	0.2	0.8	6.7	-6.9	-2.4	-1.0	21.7	-0.2	0.1
Cc1cccc(N2CCN(C(=O)c3ccc4c(c3)NC(=O)C(CSCc3cccc(F)c3)N4)CC2C)c1 (stereo unspecified)	-1.9	-2.0	1.0	-2.9	-0.6	1.9	15.7	-1.2	-9.4
COc1cc(/C=C/C(=O)OCC(=O)N2CC(C)OC(C)C2)ccc1OCC#N (stereo unspecified)	-1.5	x	7.4	2.6	-6.1	x	9.1	-1.7	-1.0

Next results:
SMILES	FadD28 binding	Mtb UGM inh	FBA Mtb inh	BoNT-F LC inh	Anthrax LF prot	PfHsp40 rescue	GDH-TPI inh	Mtb BioA inh	BoNT-A LC inh2
CCC1CCC(C(=O)NC(C(=O)NCCc2ccc(S(N)(=O)=O)cc2)C(C)C)CC1 (stereo unspecified)	0.3	-1.8	-3.2	1.5	-3.4	x	4.6	-1.2	-1.1
Cc1nnc(N(Cc2ccco2)C(=O)c2ccc(C#N)cc2)s1	-2.1	0.4	0.1	-2.1	-1.6	-1.5	0.0	9.1	-0.3
Cc1ccc(N2CC(C(=O)Nc3ccc(S(=O)(=O)N4CCOCC4)cc3)CC2=O)cc1 (stereo unspecified)	-1.8	0.3	-0.3	-0.1	0.3	0.7	-6.2	9.7	0.1
COc1ccc(NS(=O)(=O)c2ccc(C)c(NC(=O)CNC(=O)c3ccco3)c2)cc1	-0.6	x	-0.1	-9.2	1.0	-1.1	0.3	-0.5	-4.3
O/N=C/c1nc2cc(Cl)ccc2o1	-4.9	1.2	6.2	-0.7	1.4	-0.1	-6.3	x	-0.2
O=C(Cn1nc(C(F)(F)F)c2c1CCC2)NCc1ccc(Cl)cc1	-2.8	0.2	-3.7	4.1	-7.0	0.1	-1.2	-0.9	0.5
CC(C)(C)n1nc2c(c1NC(=O)COc1ccc(Cl)cc1)CSC2	-1.7	-0.1	-1.7	10.8	1.6	4.6	8.5	-1.3	0.7
Cc1cc(S(=O)(=O)N(Cc2ccccn2)Cc2ccco2)ccc1-n1cnnn1	-0.6	0.6	0.6	-19.0	-9.5	-1.7	9.6	-0.9	-3.3
CC1CCCCN1C(=S)Nc1ccc(OC(F)F)cc1 (stereo unspecified)	-1.9	0.6	0.8	-1.3	-0.4	-0.9	13.2	x	-0.1
Cc1cc2cc(C(c3nnnn3Cc3ccccc3)N3CCc4ccccc43)c(=O)[nH]c2cc1C (stereo unspecified)	-5.4	0.1	1.9	1.5	5.3	1.4	-1.0	-1.0	u
CC(C)(c1cc(Br)c(O)c(Br)c1)c1cc(Br)c(O)c(Br)c1	20.1*	3.1	-3.7	2.8	5.8	330.7*	0.7	2.3	-0.3
CCOC(=O)C1CCN(c2c(NCc3ccc(C(=O)NC(C)CC)cc3)c(=O)c2=O)CC1 (stereo unspecified)	-1.6	2.8	-1.4	4.2	1.1	-1.8	6.8	-1.3	0.0
Cc1cc(NC(=O)CSCC(=O)N(C)Cc2ccc(F)cc2)no1	-0.2	2.0	2.6	14.6	5.8	-0.8	8.8	4.1	2.1
CCN1C(=O)C2(C(C#N)=C(N)Oc3n[nH]c(-c4ccc(Cl)cc4)c32)c2ccccc21 (stereo unspecified)	-5.6	2.2	-1.4	0.1	-11.4	0.9	-1.0	0.5	-0.5
CC12CCC3C(CC=C4CC(O)CCC43C)C1C/C(=C\c1ccccc1F)C2=O (stereo unspecified)	-2.9	-0.7	-0.4	-2.3	0.0	7.9	-0.4	x	-0.2

Copied from the list:
Under BoNT-A LC inh2, CCC1CCC(C(=O)NC(C(=O)NCCc2ccc(S(N)(=O)=O)cc2)C(C)C)CC1 (stereo unspecified) is listed with -1.1
Under PfHsp40 rescue, O=C(Cn1nc(C(F)(F)F)c2c1CCC2)NCc1ccc(Cl)cc1 is listed with 0.1

Compounds were not picked by outcome; overall some 4.7% were active at least once.
